HEK293 tox: cytotoxicity in counter-screen for GLP-1R inverse agonists. 410,000 compounds, 0.13% hits. HEK293 cAMP-luciferase reporter cells, luminescence, 24 h. Potency, µM (titrated, usually from 38.3 µM), for the others: top-dose activity change, negative = inhibition, most hits filed as inhibitors. AID 624418;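 further: loss of luciferase light is scored as toxicity; potency means the concentration at half of the fitted maximal effect; on the % scale 0 is the no-effect control and ±100 the full control effect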
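1536-well qHTS counterscreen of the MLSMR; 200 cells/uL, 12 h pre-incubation, 23 nL cpd, 24 h at 37 deg C 5% CO2, luciferase detection reagent, 12 min RT, luminescence. Inhibition = undesired.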
DRD3 antagonist: blocks the human D3 dopamine receptor. max response, negative = inhibition, %. D3R cells, DiscoveRx beta-arrestin luminescence, antagonist mode; active compounds read low. AID 652054. P35462. 360,000 compounds, 2.5% hits; in the data active means max response below about -50%; inconclusive means no clear call, values can overlap the other calls; further: on the % scale 0 is the no-effect control and ±100 the full control effect; mostly tested at two doses, the higher about 12 µM
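Cells plated overnight at 1500 cells/well, then exposed to library compounds with dopamine controls for 90 minutes at 37 degrees C. DiscoveRx reagent added for 30–60 minutes at room temperature; luminescence read, quantitative HTS format.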
D3 ag: D3 dopamine receptor (human) agonism; max activation, %; P35462; AID 652048; D3R DiscoveRx beta-arrestin cells, luminescence, 90 min; 410,000 compounds, 0.58% hits; in the data active means max activation above about 30%; further: 0% is about no effect; mostly tested at two doses, the higher about 12 µM
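Agonist-mode cell screen: cells plated at 1500/well and incubated overnight at 37 °C, then exposed to library compounds for 90 min at 37 °C. Detection reagent was added for 30–60 min at room temperature, and luminescence was read.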
GLP1R ag: activates the human GLP-1 receptor. P43220. HEK293 GLP-1R CRE-luciferase, luminescence, 4-6 h; cells express a hypersensitive GLP-1R form. Potency, µM (top dose mostly 45.6 µM), inactives show at the top dose activation, most hits filed as activators. 380,000 compounds, 0.007% hits; further: potency means the concentration at half of the fitted maximal effect; % of control where 0% means no effect
GLP1R inv ag: GLP-1 receptor (human) inverse agonism. HEK293 GLP-1R CRE-luciferase, luminescence, 24 h; GLP-1R form is constitutively active. AID 624417. 410,000 compounds, 1.6% hits. Potency, µM (highest dose often 38.3 µM), inactives show at the highest dose activity change, negative = inhibition, hits mostly inhibitors; further: potency means the concentration at half of the fitted maximal effect; on the % scale 0 is the no-effect control and ±100 the full control effect; nearly all actives have a fitted effect of over 55% in size
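Inverse agonists were sought by their lowering of basal cAMP reporter luciferase output in HEK293 cells stably carrying constitutively active human GLP-1R, after 24 h compound treatment.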
TDP43 rescue: rescues yeast growth from TDP-43 toxicity; TDP-43 expressing yeast growth rescue, BacTiter-Glo, 24 h; Potency, µM (highest dose often 46.1 µM), for the others: top-dose growth rescue (activation), most hits filed as activators; 410,000 compounds, 1.8% hits; AID 652104; further: potency means the concentration at half of the fitted maximal effect; % of control where 0% means no effect; nearly all actives have a fitted effect of over 50% in size
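Cell-based yeast growth screen: TDP-43 expression induced in galactose, inoculum OD600=0.02 after raffinose pregrowth to mid-log. Read-out BacTiter-Glo luminescence at 24 hr, 30 deg C; inhibition of toxicity seen as signal increase.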
KB-V1 MDR tox: kills drug-selected multidrug resistant KB-V1 cells; KB-V1 MDR cells viability, CellTiter-Glo, 72 h; Potency, µM (series often up to 46.1 µM), for the others: top-dose activity change, negative = cytotoxicity, most hits filed as cytotoxic; 400,000 compounds, 3.4% hits; further: potency means the concentration at half of the fitted maximal effect; on the % scale 0 is the no-effect control and ±100 the full control effect; nearly all actives have a fitted effect of over 60% in size
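Readout: CellTiter-Glo luminescence, 10 min after addition. Cells: KB-V1 MDR subline, 72 h at 37 degrees C with compound. Analysis: corrected, normalized data fitted to concentration-effect curves.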
PTHR1 ag: PTHR1 (human) receptor agonism. Q03431. HEK293 GP2 PTHR1 cells, GloSensor cAMP luminescence, 1 h. Potency, µM (top dose mostly 115 µM), for inactives: at the top dose activation, usual class: activators. 410,000 compounds, 0.075% hits. AID 743266; further: potency means the concentration at half of the fitted maximal effect; nearly all actives have a fitted effect of over 55% in size; some results filed as inactive show a strong effect at the top dose; inactives centre near -15; many of its hits are not listed in these tables
Target sequence (Q03431 whole entry, looked up): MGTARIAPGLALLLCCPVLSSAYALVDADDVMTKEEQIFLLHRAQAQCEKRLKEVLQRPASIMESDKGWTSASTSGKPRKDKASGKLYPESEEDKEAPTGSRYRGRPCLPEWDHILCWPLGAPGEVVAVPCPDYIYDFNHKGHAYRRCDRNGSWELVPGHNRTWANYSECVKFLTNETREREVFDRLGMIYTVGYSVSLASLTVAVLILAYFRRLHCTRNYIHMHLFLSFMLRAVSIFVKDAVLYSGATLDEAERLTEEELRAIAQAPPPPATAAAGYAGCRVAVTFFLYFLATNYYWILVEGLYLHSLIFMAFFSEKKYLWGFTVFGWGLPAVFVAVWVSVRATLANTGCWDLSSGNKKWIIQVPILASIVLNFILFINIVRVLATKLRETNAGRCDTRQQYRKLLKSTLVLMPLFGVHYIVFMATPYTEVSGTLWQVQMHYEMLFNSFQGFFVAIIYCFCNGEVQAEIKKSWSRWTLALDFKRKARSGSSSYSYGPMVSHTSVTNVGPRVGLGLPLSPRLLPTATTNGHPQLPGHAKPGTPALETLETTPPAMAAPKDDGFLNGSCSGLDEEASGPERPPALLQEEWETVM
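HEK-293-derived GP2 cells expressing PTHR1 and a GloSensor cAMP reporter, 3,000/well, plated overnight, given luciferin plus IBMX (each 0.5 mM as added) for 1 h at 37 °C, then compound for 1 h at 37 °C. Luminescence was read after 15 min at room temperature.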
aSyn yeast inh: inhibitors of alpha-synuclein toxicity in yeast; Yeast expressing alpha-synuclein, growth rescue, BacTiter-Glo, 24 h; AID 652106; 370,000 compounds, 0.14% hits; Potency, µM (top dose mostly 46.1 µM), for inactives: top-dose growth rescue (activation), most hits filed as activators; further: potency means the concentration at half of the fitted maximal effect; % of control where 0% means no effect; nearly all actives have a fitted effect of over 65% in size
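Screening used galactose-induced yeast with toxic alpha-synuclein levels, exposed to compound for 24 hr at 30 deg C. Cell growth, read with BacTiter-Glo luminescence, gave the measured signal.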
Numbers without * were called inactive; i = inactive; ? = inconclusive; / = not tested or not shown; [ ] = dose if it differs, or a comment. Unless noted, the call rests on the fitted dose curve; in most records, active means well fitted curve in the direction sought with a large enough effect; inconclusive means small, poorly fitted or top-dose-only effect, or another doubt; inactive means no such curve, though single readings can be large; an effect the other way counts as inactive or inconclusive. A portion of the library; count on the stated rates, not on these rows.

Under each structure: aSyn yeast inh, HEK293 tox, GLP1R inv ag, TDP43 rescue, PTHR1 ag, DRD3 antagonist, GLP1R ag, D3 ag, KB-V1 MDR tox
[1] COc1ccc(CCNC(=O)Cc2ccc(C)cc2)cc1OC
  -1%, 10%, -13%, -38%[inhibitor], 28%, -3, 0%, -1, -24%
[2] Cc1cccc(N(CC(=O)Nc2ccc(F)cc2)S(C)(=O)=O)c1
  10%, 5%, 0%, -1%, 8%[57.5 µM], -27, -4%, -6, 16µM*
[3] Cc1ccc(N/N=C/c2ccc3c(c2)OCCO3)cc1Cl
  -7%, -23%, ?, -13%, -16%, -5, 7%, -4, 21%
[4] O=C(C1CCCC1)N(c1ccccc1)C1C=CS(=O)(=O)C1 (stereo unspecified)
  10%, -2%, 0%, 0%, i, 8, -5%, -7, 12%
[5] COC(=O)C1=CN(c2ccc(N3CCOCC3)cc2)C(N)=C(C#N)C1c1cccc(OC)c1OC (stereo unspecified)
  8%, -5%, 14%, 4%, i, 8, /, 5, -18%
[6] COc1ccc(-c2noc(N3CCC(C(=O)N4CCN(c5ccccc5OC)CC4)CC3)n2)cc1
  /, -3%, ?, 28µM*, i, /, /, 7, /

Compound profiles, as listed above. Screens in order: aSyn yeast inh	HEK293 tox	GLP1R inv ag	TDP43 rescue	PTHR1 ag	DRD3 antagonist	GLP1R ag	D3 ag	KB-V1 MDR tox
Entry for `O=C(C1CCCC1)N(c1ccccc1)C1C=CS(=O)(=O)C1` (stereo unspecified) : 10%	-2%	0%	0%	i	8	-5%	-7	12%
Entry for `COc1ccc(CCNC(=O)Cc2ccc(C)cc2)cc1OC` : -1%	10%	-13%	-38%[inhibitor]	28%	-3	0%	-1	-24%

6 compounds already listed, arranged by length of the SMILES, falling.
Under each structure: aSyn yeast inh, HEK293 tox, GLP1R inv ag, TDP43 rescue, PTHR1 ag, DRD3 antagonist, GLP1R ag, D3 ag, KB-V1 MDR tox
[5] COC(=O)C1=CN(c2ccc(N3CCOCC3)cc2)C(N)=C(C#N)C1c1cccc(OC)c1OC (stereo unspecified)
  8%, -5%, 14%, 4%, i, 8, /, 5, -18%
[6] COc1ccc(-c2noc(N3CCC(C(=O)N4CCN(c5ccccc5OC)CC4)CC3)n2)cc1
  /, -3%, ?, 28µM*, i, /, /, 7, /
[2] Cc1cccc(N(CC(=O)Nc2ccc(F)cc2)S(C)(=O)=O)c1
  10%, 5%, 0%, -1%, 8%[57.5 µM], -27, -4%, -6, 16µM*
[4] O=C(C1CCCC1)N(c1ccccc1)C1C=CS(=O)(=O)C1 (stereo unspecified)
  10%, -2%, 0%, 0%, i, 8, -5%, -7, 12%
[3] Cc1ccc(N/N=C/c2ccc3c(c2)OCCO3)cc1Cl
  -7%, -23%, ?, -13%, -16%, -5, 7%, -4, 21%
[1] COc1ccc(CCNC(=O)Cc2ccc(C)cc2)cc1OC
  -1%, 10%, -13%, -38%[inhibitor], 28%, -3, 0%, -1, -24%
